High-throughput results (PubChem)
POLI inh: inhibitors of human DNA polymerase iota; Q9UNA4; Potency, µM (highest dose often 115 µM), for the others: top-dose activity, negative = inhibition, most hits filed as inhibitors; 390,000 compounds, 1% hits; Pol iota fluorescent replication assay, 10 min; note: potency is the fitted concentration of half-maximal effect
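Fluorescent replication assay read twice, at 0 min and 10 min after adding 50 nM (final) substrate. Enzyme (10 nM) and compounds were first incubated 15 min at room temperature; enzyme-free buffer wells were negative controls.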
BLM inh: blocks DNA unwinding by human BLM helicase; P54132; recombinant BLM DNA unwinding, fluorescence dequenching; Potency, µM (doses to about 56.1 µM), for inactives: at the top dose activity change, negative = inhibition, most hits filed as inhibitors; 350,000 compounds, 0.2% hits; AID 2528;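 note: potency is the fitted concentration of half-maximal effect; plate controls were vehicle for no effect and no enzyme for full effect; nearly all actives have a fitted effect of over 35% in size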
Pol beta inh: inhibitors of human DNA polymerase beta; P06746; Pol beta primer extension/strand displacement, fluorescence kinetic; Potency, µM (series often up to 114 µM), inactives show at the top dose activity change, negative = inhibition, hits mostly inhibitors; 340,000 compounds, 1.3% hits; note: potency is the fitted concentration of half-maximal effect; % is set by controls: 0 for no effect and ±100 for the full control effect
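Enzyme-only controls used 10 nM Pol beta; buffer lacking enzyme served as negative control. Compound preincubated 15 min, then 50 nM substrate added; 0 and 10 min reads at room temperature.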
APE1 inh: blocks human APE1 abasic DNA cleavage | 350,000 compounds, 0.35% hits | AID 2517 | P27695 | recombinant APE1, TAMRA/BHQ-2 abasic DNA cleavage fluorescence | Potency, µM (top dose mostly 65.8 µM), for the others: at the highest dose activity change, negative = inhibition, usual class: inhibitors;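 note: potency is the fitted concentration of half-maximal effect; plate controls were vehicle for no effect and reference inhibitor for full effect; nearly all actives have a fitted effect of over 55% in size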
Target sequence (P27695 whole entry, looked up): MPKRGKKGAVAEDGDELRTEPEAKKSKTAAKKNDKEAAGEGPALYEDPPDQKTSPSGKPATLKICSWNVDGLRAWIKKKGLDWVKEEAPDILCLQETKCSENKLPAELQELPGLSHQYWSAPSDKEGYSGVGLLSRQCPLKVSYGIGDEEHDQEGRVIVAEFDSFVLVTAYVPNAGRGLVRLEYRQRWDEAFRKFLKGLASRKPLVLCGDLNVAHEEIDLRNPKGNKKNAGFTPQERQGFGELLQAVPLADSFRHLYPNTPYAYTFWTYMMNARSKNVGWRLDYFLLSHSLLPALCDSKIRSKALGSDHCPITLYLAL
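APE1 at 0.75 nM final was preincubated with compound 15 min at room temperature, then 50 nM double-stranded THF abasic-site substrate (5'-TAMRA/3'-BHQ-2) was added. Fluorescence (ex 525/em 598 nm) was read kinetically; third-minus-first read gave activity.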
POLK inh: inhibitors of human DNA polymerase kappa; Q9UBT6; purified Pol kappa, fluorescent DNA synthesis assay, 10 min; Potency, µM (titrated, usually from 107 µM), inactives show top-dose activity, negative = inhibition, most hits filed as inhibitors; 400,000 compounds, 0.53% hits; AID 588579; note: potency is the fitted concentration of half-maximal effect; % is set by controls: 0 for no effect and ±100 for the full control effect
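Enzyme at 10 nM met test compounds for 15 min at room temperature. Substrate addition (50 nM final) began the reaction, which was monitored by fluorescence at 0 and 10 min.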
RXFP1 antag: antagonists of human relaxin receptor RXFP1; Q9HBX9; HEK293-RXFP1, relaxin-stimulated cAMP HTRF, 30 min; hits give low values; activity change, negative = inhibition, % at 57.5 µM; 350,000 compounds, 0.59% hits; AID 1259400;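 active = activity change of -60% or lower, but not beyond a set lower limit; inconclusive = change between -60% and -40%, or beyond the set limit; inactive = change above -40%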; note: % is set by controls: 0 for no effect and ±100 for the full control effect
Target sequence (Q9HBX9 whole entry, looked up): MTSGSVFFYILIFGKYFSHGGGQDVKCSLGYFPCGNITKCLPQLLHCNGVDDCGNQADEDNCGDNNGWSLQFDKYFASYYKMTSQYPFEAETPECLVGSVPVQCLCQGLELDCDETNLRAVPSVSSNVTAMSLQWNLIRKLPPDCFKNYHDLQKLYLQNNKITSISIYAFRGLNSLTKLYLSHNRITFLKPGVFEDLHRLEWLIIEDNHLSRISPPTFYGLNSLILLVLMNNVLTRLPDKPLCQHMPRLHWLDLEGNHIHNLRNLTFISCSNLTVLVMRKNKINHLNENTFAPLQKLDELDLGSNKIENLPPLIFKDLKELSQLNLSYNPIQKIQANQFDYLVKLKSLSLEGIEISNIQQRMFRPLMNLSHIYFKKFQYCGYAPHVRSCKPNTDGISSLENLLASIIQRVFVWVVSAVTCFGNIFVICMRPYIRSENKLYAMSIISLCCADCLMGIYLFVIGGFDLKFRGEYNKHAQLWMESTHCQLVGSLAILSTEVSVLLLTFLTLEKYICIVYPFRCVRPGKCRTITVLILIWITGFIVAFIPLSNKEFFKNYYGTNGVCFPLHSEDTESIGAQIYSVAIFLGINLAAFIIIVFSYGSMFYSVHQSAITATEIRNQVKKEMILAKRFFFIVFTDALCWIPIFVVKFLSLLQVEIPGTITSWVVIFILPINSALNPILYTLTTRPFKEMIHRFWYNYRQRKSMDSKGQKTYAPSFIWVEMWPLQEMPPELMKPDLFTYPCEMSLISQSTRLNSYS
POLH inh: inhibitors of human DNA polymerase eta; recombinant Pol eta, fluorescent DNA replication assay; Potency, µM (top dose mostly 114 µM), for the others: at the highest dose activity change, negative = inhibition, most hits filed as inhibitors; 390,000 compounds, 1.2% hits; AID 588591; note: potency is the fitted concentration of half-maximal effect; % is set by controls: 0 for no effect and ±100 for the full control effect
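Fluorescent replication assay: 50 nM final substrate added after a 15 min room-temperature compound preincubation with 10 nM enzyme. Signal taken at 0 min and again at 10 min.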
Apoferritin bind: candidate novel general anesthetic via apoferritin binding. Potency, µM (highest dose often 77.5 µM), inactives show top-dose activity change, negative = displacement, usual class: inhibitors. P02791. 350,000 compounds, 0.074% hits. apoferritin/1-aminoanthracene competitive binding, fluorescence; note: potency is the fitted concentration of half-maximal effect; % is set by controls: 0 for no effect and ±100 for the full control effect; nearly all actives have a fitted effect of over 20% in size
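Concentration-response curves derived by four-parameter Hill fitting of normalized fluorescence, where compounds displaced 1-AMA from 10 uM horse apoferritin following a brief 10 min room-temperature incubation; propofol titration acted as positive control.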
Tb PGK inh: T. brucei PGK inhibition. P07378. PGK/GAPDH coupled, Kinase-Glo luminescence, 60 min. Potency, µM (highest dose often 57.5 µM), inactives show top-dose activity change, negative = inhibition, hits mostly inhibitors. 380,000 compounds, 0.043% hits; note: potency is the fitted concentration of half-maximal effect; % is set by controls: 0 for no effect and ±100 for the full control effect; nearly all actives have a fitted effect of over 60% in size
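Luminescent ATP detection (Kinase-Glo Plus) follows a 60-minute room-temperature incubation, with wells lacking PGK as controls. Buffer: 100 mM TEA (pH 7.6), 5 mM MgCl2, 0.01% Tween-20. Coupling enzyme GAPDH (100 nM final) supplies unstable 1,3-BPG in-well.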
Numbers without * were called inactive; i = inactive; ? = inconclusive; nt = not tested or not shown; & = joins results of further samples; [ ] = dose if it differs, or a comment. Unless noted, calls come from the whole dose curve; as a rule, active = well fitted curve in the direction sought with a large enough effect; inconclusive = small, poorly fitted or top-dose-only effect, or another doubt; inactive = no such curve, though single readings can be large; an effect the other way counts as inactive or inconclusive. Only part of the results is shown. The share of hits here may be higher or lower than overall.

SMILES	POLI inh	BLM inh	Pol beta inh	APE1 inh	POLK inh	RXFP1 antag	POLH inh	Apoferritin bind	Tb PGK inh
CCOC(=O)C1(CCOc2ccccc2)CCN(C(C)CSC)CC1 (centres undefined)	14%	0%	6%	-3%	-9%	-2	0%	-16%	7%
O=C1NC(=O)C(=Cc2ccc(-c3ccc(S(=O)(=O)N4CCOCC4)cc3)o2)C(=O)N1	25µM*	-1%	20%	24%	0%	nt	-14%	-18%	4%
CCC(C)n1c(C)cc(C(N)=O)c1C (centres undefined)	97%[activator]	3%	-7%	-3%	1%	7	-16%	-2%	0%
O=C1/C(=C/c2ccc3c(c2)OCO3)N2CCC1CC2	6%	-1%	68%	17%	-13%	19	-9%	-17%	-6%
O=c1c2ccccc2nc(-c2ccco2)n1-c1ccc(Br)cc1	77%[activator]	2%	1%	1%	7%	-20	-16%	-11%	-10%
CCn1c(=O)cc(OCC(=O)N2CCN(Cc3ccc4c(c3)OCO4)CC2)c2ccccc21	25%	0%	2%	3%	-16%	-5	5%	-17%	0%
O=C(CN1CC(c2ccccc2)CC1=O)Nc1ccc(F)cc1 (centres undefined)	21%	2%	2%	-5%	5%	3	-3%	1%	i
Cc1nn(Cc2ccccc2)c(Cl)c1C(=O)NC1CCCc2ccccc21 (centres undefined)	11%	3%	-9%	1%	-12%	-20	-6%	-23%	i
COc1ccccc1N(CC(=O)NC1CCCC1)C(=O)c1cnn(C(C)C)c1	1%	-13%	35%	12%	3%	-3	-14%	-13%	-5%
COc1ccc(-c2cc(-c3ccccc3)[n+](C)c(-c3ccccc3)c2)cc1	43%[activator]	3%	14%	1%	-9%	-7	-5%	14%	0%
CCOP(=S)(OCC)SCn1c(=O)oc2cc(Cl)ccc21	nt	-4%	nt	-5%	-4%[60.1 µM]	nt	nt	-13%	nt
CCOc1ccc(Br)c(C2(O)CC(C)N(C)CC2C)c1 (centres undefined)	3%	1%	0%	9%	-17%	0	-9%	0%	1%
COc1cc(C=C2C(=O)NC(=O)NC2=O)ccc1OCc1ccc([N+](=O)[O-])cc1	46%[activator]	3%	-7%	-7%	-10%	-10	-26%	?	-2%
CCCCC[C@@H](/C=C/C=C\CCCCCCCC(=O)O)OO	nt	-2%	nt	21%&-2%	2%[19.4 µM]	nt	nt	3%	nt
O=C(Nc1cccc(C(F)(F)F)c1)C1CCCN1S(=O)(=O)c1cccc2nsnc12 (centres undefined)	25%	-1%	7%	nt	-8%	-8	-21%	?	-10%
Cc1cc(C)c(C(=O)CN2CCOCC2)c(C)c1	?	-6%	25%	3%	-15%	-12	-4%	-5%	-6%
COc1cc2[nH]c(=O)n(-c3ccc(C)cc3)c(=O)c2cc1OC	19%&37%	-1%&-1%	-10%&9%	1%	0%&-2%	0	-29%&8%	-1%&-7%	-4%&-3%
NCCc1cc(O)c(O)cc1O	1.4µM*	?	nt	0.4µM*	0.71µM*	-25	56µM*	-1%&-10%	-21%&-28%
CCOC(=O)c1ccc(NC(=O)CSc2cc(=O)n(CC)c3ccccc23)cc1	-6%	2%	-24%	nt	-10%[60.1 µM]	4	-17%	?	-11%
CC(=O)N1CC(=O)Nc2ccc(C)cc2C1c1ccccc1 (centres undefined)	-4%	-3%	2%	40%	-7%	1	-22%	4%	-7%
CCOP(=O)(OCC)C1(O)C(=O)Nc2ccccc21 (centres undefined)	9%	-3%	6%	-1%	-4%	5	-11%	-11%	18%
COc1ccccc1CNC(=O)CCNS(=O)(=O)c1ccc2c(c1)oc(=O)n2C	11%&34%	2%&-4%	41%&14%	16%	-2%&-2%	-8&14	-4%&-19%	-12%&1%	0%
O=Cc1cn(Cc2ccccc2F)c2ccccc12	283%[activator]	-22%	-25%	3%	-4%	8	-1%	-16%	-2%
C[C@@H]1O[C@@H](Oc2c(-c3ccc(O)c(O)c3)oc3cc(O)cc(O)c3c2=O)[C@H](O)[C@H](O)[C@H]1O	35µM*	nt	nt	-10%	45µM*	nt	?	nt	-15%&-7%
CC(=O)O[C@H](CC(=O)O)C[N+](C)(C)C	19%	3%	nt	?	-1%	nt	-13%	nt	i

Record cards, as listed above. Order of values: POLI inh | BLM inh | Pol beta inh | APE1 inh | POLK inh | RXFP1 antag | POLH inh | Apoferritin bind | Tb PGK inh
Record of `COc1cc2[nH]c(=O)n(-c3ccc(C)cc3)c(=O)c2cc1OC` → 19%&37% | -1%&-1% | -10%&9% | 1% | 0%&-2% | 0 | -29%&8% | -1%&-7% | -4%&-3%
Record of `CCC(C)n1c(C)cc(C(N)=O)c1C` (centres undefined) → 97%[activator] | 3% | -7% | -3% | 1% | 7 | -16% | -2% | 0%
Record of `CCOP(=S)(OCC)SCn1c(=O)oc2cc(Cl)ccc21` → nt | -4% | nt | -5% | -4%[60.1 µM] | nt | nt | -13% | nt

(further entries)
SMILES	POLI inh	BLM inh	Pol beta inh	APE1 inh	POLK inh	RXFP1 antag	POLH inh	Apoferritin bind	Tb PGK inh
CCCNC(=O)N1[C@H]2CC[C@@H]1C(C(=O)OC)=C(c1cc3ccccc3s1)C2	15%	nt	nt	nt	0%	nt	-17%	nt	-7%
Cc1nn(Cc2ccccc2Cl)c(C)c1C(=O)NC1CCCc2ccccc21 (centres undefined)	-4%	-6%	?	-6%	7%	nt	-7%	-16%	i
CSc1nnc([C@@H](N)Cc2ccccc2)o1	11%	0%	9%	?	-7%	26	-7%	-12%	2%
O=C(CCCOc1ccc(Cl)cc1Cl)N1CCC2(CC1)OCCO2	?	-1%	-1%	-9%	-15%	-3	-12%	-5%	-5%
Cc1nc2ccccc2c(=O)n1-c1cccc([N+](=O)[O-])c1	-11%	-2%	25%	0%	-7%	5	-19%	-5%	-6%
c1cncc(C2CCCCN2)c1 (centres undefined)	-3%	-1%&-2%	?	3%&1%&2%	-3%[60.1 µM]	13	-6%	-7%&0%	5%
CCc1ccc(/C=C(/C#N)C(N)=S)cc1	5%	0%	-22%	-3%	-12%	-9	?	2%	2%
CCN(CC)C(=O)Oc1ccc(Br)cc1C(=O)Nc1ccc(F)c(Cl)c1	100%[activator]	-10%	-13%	1%	-8%	-25	-14%	4%	-3%
CCOC(=O)CC(SP(=S)(OC)OC)C(=O)OCC (centres undefined)	nt	-2%	nt	4%	5%[19.4 µM]	-3&-19	nt	nt	nt
CCOC(=O)C1CCCN(Cc2ccc(-c3ccccc3)cc2)C1 (centres undefined)	36%[activator]	-5%	6%	-6%	3%	-15	-13%	-3%	-3%
CCOC(=O)C1CCN(/C=C2\C(=O)NC(=S)N(CC)C2=O)CC1	-1%	3%	2%	-7%	7%	-19	-13%	-3%	i
Cn1cnc(CCN)c1	?	nt	16%[57.1 µM]	-2%	-5%[60.1 µM]	nt	-3%[57.1 µM]	nt	6%
COc1cc2c(cc1OC)C13CCN4CC5CCOC6CC(=O)N2C1C6C5CC43 (centres undefined)	34%[activator]	nt	nt	nt	7%	-9	-18%	nt	-5%
COc1ccc(CN2C(=O)CC(=O)NC2=S)cc1	12%	?	4%	3%	-17%	6	-17%	?	-10%
COc1ccccc1Oc1c(C)oc2cc(OC(=O)N(C)C)ccc2c1=O	0%	-21%	-25%	2%	-7%[60.1 µM]	4	-6%	-7%	-3%
O=C(NN1C(=O)C2C3C=CC([C@H]4CC34)[C@@H]2C1=O)c1ccc(Br)cc1 (some centres undefined)	12%	-5%	3%	-4%	-21%	0	-21%	-8%	-4%
c1cncc(C2CCCCN2Cc2ccc3c(c2)OCO3)c1 (centres undefined)	14%	0%	15%	-2%	4%	-4	-2%	?	nt
Cc1cc(OCC(=O)N2C[C@H]3C[C@@H](C2)c2cccc(=O)n2C3)c2c(C)c(C)c(=O)oc2c1	35%[activator]	-8%	23%	3%	21%	nt	-11%	-10%	i
CN1C(=O)C(Cc2ccc3c(c2)OCO3)C(=O)N(C)C1=O	nt	-3%	5%	4%	nt	nt	nt	-17%	nt
N=C1/C(=C/c2ccc(OC(=O)c3ccco3)cc2)C(=O)N=C2SC=CN12	89%[activator]	-12%	?	-1%	-7%	-33	?	-23%	4%
CCC(=NC(C)c1ccccc1)c1c(O)[nH]c(=O)[nH]c1=O (centres undefined)	111%[activator]	-1%	44%	4%	-6%	-1	-5%	1%	-3%
O=CC(Br)P(=O)(N1CCOCC1)N1CCOCC1 (centres undefined)	?	-4%	13%	-5%	-5%	5	-6%	3%	i
Cc1ccc(S(=O)(=O)N(c2cc(Cl)c(O)c(Cl)c2)P(=O)(OC(C)C)OC(C)C)cc1	20%	-1%	6%	11%	5%	0	-11%	-11%	-2%
COc1cc(C(=O)Nc2ccc(Br)cc2C(=O)c2ccccc2)cc(OC)c1OC	0%	-1%	24%	6%	-6%	-8	-9%	-12%	0%
CCC(=Nc1ccc(OC)cc1OC)c1c(O)n(C2CCCCC2)c(=O)[nH]c1=O	-8%	-21%	-6%	?	-2%	-12	-13%	-14%	-6%

Other results.
SMILES	POLI inh	BLM inh	Pol beta inh	APE1 inh	POLK inh	RXFP1 antag	POLH inh	Apoferritin bind	Tb PGK inh
O=c1cccc2n1CC1CC2CN(C(c2cccc(F)c2)c2sc3ncnn3c2O)C1 (centres undefined)	20%	-2%	46%	7%	3%	-6	-23%	6%	-2%
CCC(=O)c1ccc(OCC(=O)N2CCN(CC(=O)Nc3ccccc3C(F)(F)F)CC2)cc1	16%	nt	nt	15%	3%	-20	-16%	nt	1%
COc1ccc(/C(=N/OC(C)=O)c2nccc3cc(OC)c(OC)cc23)cc1OC	69%[activator]	4%	6%	2%	-6%	1	2%	6%	-4%
Cc1ccsc1/C=C1\C(=O)NC(=S)N(C)C1=O	?	5%	25%	-11%	3%	-4	-17%	-13%	-14%
N#Cc1ccc(N2CCNCC2)c(F)c1	25%	0%	6%	2%	-3%	-14	-17%	-3%	-10%
CC(C)CN1CCN(Cc2c(F)cccc2Cl)CC1CCO (centres undefined)	15%	3%	4%	-5%	5%	3	-3%	-5%	i
O=c1[nH]c(=O)n(Cc2ccco2)c(O)c1C=NC1CC1	-2%	-4%	42%	2%	-7%	2	8%	-15%	-4%
CC(=O)Nc1ccc(C(=O)C(Cc2ccccc2)N(C)C)cc1 (centres undefined)	-4%	-5%	7%	54%[activator]	4%	-18	-13%	6%	i
